E coli Lon inh: E. coli protease La inhibition; purified E. coli Lon protease, fluorescence polarization; P0A9M0; AID 602123; inhibition, % at 7.94 µM; 360,000 compounds, 0.42% hits; in the data active means inhibition above about 13%, passing the limit was not always enough;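 further: 0% = enzyme with probe and DMSO and 100% = no enzyme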
NRP1-CendR mod: alters CendR peptide binding to human NRP-1; O14786; FAM-RPARPAR peptide binding to NRP-1, fluorescence polarization; inhibition, % at 25 µM; 360,000 compounds, 0.85% hits;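 active means inhibition or corrected inhibition above about 18%, plus a signal ratio from 0.5 to 1.5, limit read from the data, passing the limit was not always enough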; further: strong numbers were not always called active
FAS TE block: FAS thioesterase (human) inhibition. P49327. recombinant FAS-TE, OMFH fluorogenic substrate, fluorescence endpoint. inhibition, % at 15 µM. 360,000 compounds, 0.67% hits. AID 602261;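 active means compounds whose normalised, plate-corrected inhibition of enzyme fluorescence in the single-dose primary screen is 50% or more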;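 further: 0% = DMSO with enzyme and 100% = substrate without enzyme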
Target sequence (P49327 whole entry, looked up): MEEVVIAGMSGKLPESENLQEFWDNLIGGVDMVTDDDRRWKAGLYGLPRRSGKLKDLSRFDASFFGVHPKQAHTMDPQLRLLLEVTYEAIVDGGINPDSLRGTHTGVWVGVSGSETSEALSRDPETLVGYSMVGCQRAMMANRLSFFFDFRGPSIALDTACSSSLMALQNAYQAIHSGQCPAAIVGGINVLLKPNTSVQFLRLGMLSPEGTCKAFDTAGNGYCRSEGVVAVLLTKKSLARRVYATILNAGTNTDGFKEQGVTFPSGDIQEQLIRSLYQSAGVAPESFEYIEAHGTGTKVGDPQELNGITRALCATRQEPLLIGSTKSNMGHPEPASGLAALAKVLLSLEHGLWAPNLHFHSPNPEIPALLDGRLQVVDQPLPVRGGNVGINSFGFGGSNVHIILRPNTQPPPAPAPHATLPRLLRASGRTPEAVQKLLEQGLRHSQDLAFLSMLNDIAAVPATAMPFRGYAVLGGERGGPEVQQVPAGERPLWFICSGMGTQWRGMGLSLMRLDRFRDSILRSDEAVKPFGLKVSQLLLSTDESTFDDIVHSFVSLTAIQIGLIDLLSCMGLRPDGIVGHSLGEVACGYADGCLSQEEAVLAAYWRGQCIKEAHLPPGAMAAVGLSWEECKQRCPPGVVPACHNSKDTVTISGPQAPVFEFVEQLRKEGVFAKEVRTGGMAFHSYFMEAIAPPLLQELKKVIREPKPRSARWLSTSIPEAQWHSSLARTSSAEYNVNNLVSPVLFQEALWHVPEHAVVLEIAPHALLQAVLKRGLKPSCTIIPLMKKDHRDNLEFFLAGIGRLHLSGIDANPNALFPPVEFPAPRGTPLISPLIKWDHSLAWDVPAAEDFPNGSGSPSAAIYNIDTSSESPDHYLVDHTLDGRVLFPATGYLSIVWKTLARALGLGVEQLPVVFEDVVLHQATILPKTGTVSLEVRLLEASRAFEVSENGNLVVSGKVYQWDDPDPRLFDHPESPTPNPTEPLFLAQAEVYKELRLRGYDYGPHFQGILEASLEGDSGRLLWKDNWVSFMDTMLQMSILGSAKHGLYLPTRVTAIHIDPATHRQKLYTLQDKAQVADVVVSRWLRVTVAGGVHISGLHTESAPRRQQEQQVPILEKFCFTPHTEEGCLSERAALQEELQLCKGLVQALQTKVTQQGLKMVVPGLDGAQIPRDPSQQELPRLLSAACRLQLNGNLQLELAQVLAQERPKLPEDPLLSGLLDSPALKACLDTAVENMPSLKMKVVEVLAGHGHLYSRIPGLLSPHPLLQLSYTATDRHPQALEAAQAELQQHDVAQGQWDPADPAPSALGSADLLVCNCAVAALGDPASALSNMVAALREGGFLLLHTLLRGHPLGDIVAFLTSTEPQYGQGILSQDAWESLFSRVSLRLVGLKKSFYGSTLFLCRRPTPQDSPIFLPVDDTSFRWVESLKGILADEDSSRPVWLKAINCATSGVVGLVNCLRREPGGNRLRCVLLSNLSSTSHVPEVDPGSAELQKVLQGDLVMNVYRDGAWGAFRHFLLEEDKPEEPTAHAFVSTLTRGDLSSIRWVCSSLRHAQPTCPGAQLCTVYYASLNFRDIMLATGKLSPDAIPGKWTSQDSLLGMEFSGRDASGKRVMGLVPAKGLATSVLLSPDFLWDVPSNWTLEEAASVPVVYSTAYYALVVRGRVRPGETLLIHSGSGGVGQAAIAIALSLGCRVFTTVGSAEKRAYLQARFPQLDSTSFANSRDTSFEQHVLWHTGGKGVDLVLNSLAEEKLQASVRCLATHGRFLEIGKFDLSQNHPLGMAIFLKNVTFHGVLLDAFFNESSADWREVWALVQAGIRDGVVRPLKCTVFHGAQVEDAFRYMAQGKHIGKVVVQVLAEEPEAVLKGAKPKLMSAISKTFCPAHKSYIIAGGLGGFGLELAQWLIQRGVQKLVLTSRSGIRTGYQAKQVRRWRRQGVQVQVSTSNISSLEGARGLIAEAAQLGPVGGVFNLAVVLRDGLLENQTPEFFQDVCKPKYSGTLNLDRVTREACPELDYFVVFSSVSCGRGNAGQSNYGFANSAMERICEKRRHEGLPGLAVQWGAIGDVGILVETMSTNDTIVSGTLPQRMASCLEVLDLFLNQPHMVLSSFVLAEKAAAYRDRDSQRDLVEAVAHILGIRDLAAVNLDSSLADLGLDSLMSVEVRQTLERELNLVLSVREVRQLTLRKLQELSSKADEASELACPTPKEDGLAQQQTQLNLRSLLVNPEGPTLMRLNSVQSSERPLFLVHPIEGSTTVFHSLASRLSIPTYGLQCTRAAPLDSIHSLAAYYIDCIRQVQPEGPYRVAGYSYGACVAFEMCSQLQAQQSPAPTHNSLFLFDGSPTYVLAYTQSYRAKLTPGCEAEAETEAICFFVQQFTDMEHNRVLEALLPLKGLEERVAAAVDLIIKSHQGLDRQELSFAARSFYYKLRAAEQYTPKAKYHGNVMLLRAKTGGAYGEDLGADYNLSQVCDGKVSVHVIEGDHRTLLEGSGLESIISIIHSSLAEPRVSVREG
MsrA act: bovine methionine sulfoxide reductase A activation | purified bovine MsrA, absorbance read-out | AID 602163 | activation, % at 10.6 µM | 360,000 compounds, 0.3% hits; in the data active means activation above about 7.5%;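 further: 0% = vehicle and 100% = reference activator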
MT1-MMP act inh: inhibitors of human MT1-MMP activation. HT1080 RFP-PRO-GFP cells, GFP/RFP ratio fluorescence, overnight; percent of plate control window, DMSO zero. GFP/RFP ratio change, % at 20 µM. 360,000 compounds, 0.061% hits;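 active means GFP/RFP ratio change of at least 30% with cell ATP level not reduced by more than half and red fluorescence within 50% of control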; further: strong numbers were not always called active
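Assay system: RFP-PRO-GFP reporter HT1080 cells; read-out basis: GFP/RFP fluorescence ratio; benchmarks: DMSO wells and RFP-L50D-GFP cells; doses: 20 µM single dose, 1% DMSO; schedule: overnight cell settling, then overnight compound exposure, 37 °C, 5% CO2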
Neddyl block: cullin neddylation inhibition | P61081+Q13564 | 360,000 compounds, 0.58% hits | TR-FRET cullin neddylation, biochemical | calls only at 25 µM; in the data active means inhibition above about 36%
Rin1 Abl inh: blocks binding of human Rin1 to Abl. 360,000 compounds, 0.4% hits. AID 588664. inhibition, % at 7.35 µM. TR-FRET Rin1/Abl binding, biochemical. P00519+Q13671; in the data active means inhibition above about 5%, passing the limit was not always enough
SKN-1 inh: inhibitors of C. elegans SKN-1 | inhibition, % at 21.8 µM | 360,000 compounds, 0.49% hits | C. elegans VP596 Pgst-4::GFP/RFP ratio, acrylamide-induced, 24 h;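 active means interference check ratio from 0.5 to 1.5 plus GFP to RFP signal ratio inhibition reaching or exceeding a fixed threshold, cut at about 30% in these data, passing the limit was not always enough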; further: some compounds called inactive have numbers as strong as hits
MLLE-PAM2 inh: inhibitors of microRNA-mediated deadenylation, human PABP1 MLLE binding; 360,000 compounds, 0.36% hits; inhibition, % at 20 µM; GST-MLLE / FITC-PAM2 fluorescence polarization; P11940; in the data active means inhibition above about 35%, passing the limit was not always enough;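 further: plate controls were DMSO wells with GST-MLLE for no effect and wells lacking GST-MLLE protein for full effect; some results filed as inactive read as strong as hits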
Starred values were filed as active, the others as inactive; i = inactive; . = no result given; + = active, no number.

| No. | canonical_smiles | E coli Lon inh | NRP1-CendR mod | FAS TE block | MsrA act | MT1-MMP act inh |
| --- | --- | --- | --- | --- | --- | --- |
| 1 | CCCC(=O)Nc1ccc(C(=O)O)cc1NC(=O)CCC | -0.2 | -6.8 | 1.9 | 1.0 | 10.2 |
| 2 | Cc1cc(C)cc(N(CCC#N)C(=O)CN2C(=O)NC3(CCCC3)C2=O)c1 | -12.2 | -5.9 | -3.1 | -3.3 | 2.5 |
| 3 | O=C(CN1C(=O)C2CCCCC2C1=O)N1CCN(c2ccccc2)CC1 (configuration not stated) | -6.7 | 0.2 | -8.4 | -17.3 | -5.5 |
| 4 | CC1Cc2cc(S(=O)(=O)N3CCC(C(=O)N4CCCCC4)CC3)ccc2N1C(=O)C1CC1 (configuration not stated) | -13.9 | 6.7 | 0.6 | -3.0 | . |
| 5 | CCn1cc(C(=O)NCCC(=O)NC(C)C)c(=O)c2cc3c(cc21)OCO3 | -19.9 | 0.3 | -8.1 | -2.4 | 2.2 |
| 6 | CN(C)CCN1CC(C(=O)O)CC1=O (configuration not stated) | -0.8 | 12.7 | -8.9 | 2.4 | 7.6 |
| 7 | O=S1(=O)[C@H]2CC3O[C@]2(C[C@@H]3c2ccc(F)cc2)CN1Cc1ccc(Cl)cc1 | 1.6 | -11.6 | 20.3 | -3.4 | 4.6 |
| 8 | Cc1[nH]n(-c2ccc([N+](=O)[O-])cc2)c(=O)c1C=NCCN1CCN(C(=O)c2ccccc2)CC1 | -0.7 | 4.2 | 13.7 | -2.5 | -0.4 |
| 9 | O=C(CSCc1ccc(Cl)cc1)N/N=C/c1c(Cl)cccc1Cl | -6.5 | 11.9 | 20.6 | -3.2 | -1.6 |
| 10 | Nc1c(N=Nc2cccc(Cl)c2)c(=O)[nH]n1-c1ccccc1 | -0.3 | -23.6 | 11.0 | -2.2 | 3.4 |

| No. | Neddyl block | Rin1 Abl inh | SKN-1 inh | MLLE-PAM2 inh |
| --- | --- | --- | --- | --- |
| 1 | i | 3.3 | 1.8 | -15.8 |
| 2 | i | 4.5 | -0.9 | -7.3 |
| 3 | i | 1.1 | -2.9 | 15.3 |
| 4 | i | -2.3 | 6.8 | -3.0 |
| 5 | i | 0.2 | -9.0 | 15.6 |
| 6 | i | -0.9 | 11.7 | -9.1 |
| 7 | i | 0.3 | 9.3 | 3.4 |
| 8 | i | -4.9 | 1.8 | 4.8 |
| 9 | i | 0.7 | 14.3 | -0.7 |
| 10 | i | -1.9 | -4.0 | 0.4 |

(continued)
| No. | canonical_smiles | E coli Lon inh | NRP1-CendR mod | FAS TE block | MsrA act | MT1-MMP act inh |
| --- | --- | --- | --- | --- | --- | --- |
| 11 | Cc1csc(NC(=O)CCC(=O)c2cccs2)n1 | 0.4 | 13.5 | -3.6 | -3.8 | 0.2 |
| 12 | COc1cccc(/C=C/C(=O)OCC(=O)NCCc2ccccc2)c1 | -1.6 | 3.0 | 2.4 | -2.8 | -5.5 |
| 13 | CC(=O)Nc1ccc(S(=O)(=O)NCCC(=O)OCC(=O)c2ccc(Br)cc2)cc1 | -9.1 | 7.1 | -2.5 | -2.1 | 0.3 |
| 14 | Cc1noc(C)c1S(=O)(=O)Nc1ccc2c(c1)C(=O)N([C@@H](C)CO)C[C@@H](C)[C@@H](CN(C)CC1CCCCC1)OCCCC[C@@H](C)O2 | 0.3 | 9.0 | -5.5 | 1.0 | -2.2 |
| 15 | CC12CCC(=O)N1C(C(=O)NNC(=O)c1ccc(F)cc1)CS2 (configuration not stated) | 1.5 | 6.7 | -5.6 | -7.5 | 11.7 |
| 16 | Cc1ccc(C(=O)N(CCc2ccccc2)Cc2ccccc2)cc1S(=O)(=O)N1CCOCC1 | -4.0 | 12.7 | 32.3 | -11.0 | -2.7 |
| 17 | CCn1c(SCC(=O)Nc2c(C)n(C)n(-c3ccccc3)c2=O)nnc1-c1cccc(C)c1 | -2.2 | 1.2 | -11.1 | -9.1 | 4.9 |
| 18 | COc1cccc(NC(=O)NNC(=O)CCc2ccc(O)c(O)c2)c1 | 0.0 | 3.4 | -7.4 | -2.3 | 1.5 |
| 19 | CCOc1ccc(Nc2nc3ccccc3n3nnnc23)cc1 | -47.1 | -23.2 | 8.7 | -2.8 | -2.1 |
| 20 | COc1ccc(OC)c(N(CC(=O)NCc2cccnc2)S(C)(=O)=O)c1 | -5.4 | 19.1 | -4.2 | -0.4 | 3.9 |

| No. | Neddyl block | Rin1 Abl inh | SKN-1 inh | MLLE-PAM2 inh |
| --- | --- | --- | --- | --- |
| 11 | i | 0.0 | 1.0 | 24.5 |
| 12 | . | -0.9 | -10.2 | 22.4 |
| 13 | i | -1.2 | 1.6 | -8.9 |
| 14 | i | 4.3 | 5.3 | 1.0 |
| 15 | i | 0.7 | -13.6 | 3.1 |
| 16 | i | 3.9 | -12.6 | 13.3 |
| 17 | i | 4.7 | 1.5 | -1.0 |
| 18 | i | 2.9 | 15.0 | -6.2 |
| 19 | + | -4.0 | 9.3 | -10.4 |
| 20 | i | 0.3 | -7.7 | 0.7 |

Next section
| No. | canonical_smiles | E coli Lon inh | NRP1-CendR mod | FAS TE block | MsrA act | MT1-MMP act inh |
| --- | --- | --- | --- | --- | --- | --- |
| 21 | C/C(N)=C(/C#N)C(=O)CSc1nc2cc(Cl)ccc2c(=O)n1-c1ccc(C)cc1 | 2.6 | -10.1 | -3.5 | -1.7 | -4.4 |
| 22 | Cc1cccc(S(=O)(=O)Nc2ccc3c(c2)OCCO3)c1 | 1.7 | 3.5 | -1.0 | -2.2 | 1.1 |
| 23 | Nc1cc(=O)[nH]c(SCC(=O)c2ccc(O)cc2O)n1 | 4.5 | 6.9 | -5.0 | -0.6 | 0.9 |
| 24 | CCCCCCCCNC(=O)C(CCC(=O)OCc1ccccc1)NC(C)=O (configuration not stated) | 13.2 | 9.4 | 16.3 | -0.2 | -6.0 |
| 25 | NC(=O)c1nsc(C(=O)N(c2ccc(F)cc2)C(C(=O)NCC2CCCO2)c2c[nH]c3ccccc23)c1N (configuration not stated) | 5.2 | 10.6 | 0.6 | -9.8 | 0.7 |
| 26 | Cc1cccc(NC(=O)C[n+]2ccccc2)c1 | -6.6 | 1.9 | -2.5 | -3.8 | -2.9 |

| No. | Neddyl block | Rin1 Abl inh | SKN-1 inh | MLLE-PAM2 inh |
| --- | --- | --- | --- | --- |
| 21 | i | 3.2 | 4.0 | -16.4 |
| 22 | i | 2.7 | -9.8 | 10.9 |
| 23 | i | 0.2 | -8.6 | 15.8 |
| 24 | i | 1.7 | 53.2* | -1.9 |
| 25 | i | 0.7 | -10.8 | -5.0 |
| 26 | i | -4.5 | 26.6 | 10.9 |
